BRCA1 expr up = increases BRCA1 expression. MCF7-BRCA1-FFLuc reporter, luminescence, 48 h; response scale: scaled: vehicle 0%, 10 µM genistein 100%. Potency, µM (series often up to 46.1 µM), for inactives: at the top dose activation, most hits filed as activators. 380,000 compounds, 1.1% hits. AID 624202; note: potency is the fitted concentration of half-maximal effect; nearly all actives have a fitted effect of over 80% in size; some results filed as inactive show a strong effect at the top dose
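Luminescence from a BRCA1-driven firefly luciferase in MCF7 cells was read after 48 h compound exposure at 37 C. Data normalized against DMSO and a 10microM genistein activation control, then curve-fitted across the titration.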
Rab9 promoter act = activators of Rab9 promoter; Huh7 Rab9 promoter-luciferase reporter, luminescence, 24 h; Potency, µM (doses to about 9.22 µM), for the others: at the top dose activation, negative = inhibition, usual class: activators; 320,000 compounds, 2.8% hits; note: potency is the fitted concentration of half-maximal effect; % of control where 0% means no effect; nearly all actives have a fitted effect of over 60% in size
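Rab9 promoter-driven luciferase in stably transfected Huh7 cells; 1500 cells/well rested 2 h, exposed to compound in DMSO for 24 h at 37 °C, 5% CO2. Luminescence read 10 min after adding luciferase reagent at ambient temperature.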
Giardia kill = kills Giardia lamblia; Giardia lamblia trophozoite viability; 340,000 compounds, 0.15% hits; AID 540267; activity change, % at 7.66 µM, hits read low; in the data active = activity change below about -80%; inconclusive = between about -30% and that limit;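 note: parasites exposed to compound for two days anaerobically before the ATP read; % is set by controls: 0 for no effect and ±100 for the full control effect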
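Killing of trophozoites was scored by loss of ATP luminescence after a 48 hrs anaerobic exposure to compounds at 37 deg C, using 100 cells per well.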
Gal4-VP16 FLuc = Gal4-VP16 reporter inhibition counter-screen. 310,000 compounds, 3.5% hits. Drosophila S2 Gal4-VP16 UAS-luciferase, luminescence, 20 h. Potency, µM (highest dose often 53.6 µM), for the others: at the highest dose activity, negative = inhibition, hits mostly inhibitors;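 note: Gal4-VP16 expression switched on by copper sulfate through the metallothionein promoter; potency is the fitted concentration of half-maximal effect; % is set by controls: 0 for no effect and ±100 for the full control effect; nearly all actives have a fitted effect of over 50% in size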
ELG1 genotox = induces genotoxicity in HEK293T cells with luciferase-tagged ELG1; Potency, µM (series often up to 46 µM), without a hit: at the top dose activity change, positive = activation, most hits filed as activators; HEK293T ELG1-luciferase reporter, luminescence, 16 h; AID 504466; 330,000 compounds, 1.3% hits; note: potency is the fitted concentration of half-maximal effect; % of control where 0% means no effect; nearly all actives have a fitted effect of over 60% in size
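Quantitative HTS format in 1536-well plates. HEK293T ELG1-luciferase reporter cells receive test compound and are incubated 16 hr at 37 °C, 5% CO2; ONE-Glo added, 30 min room temperature, then luminescence read.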
NPC1 prom act = activators of NPC1 promoter; AID 485313; 320,000 compounds, 2.4% hits; Huh7 NPC1 promoter luciferase reporter, 24 h; Potency, µM (top dose mostly 9.22 µM), for the others: at the top dose activation, actives largely listed as activators;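 note: potency is the fitted concentration of half-maximal effect; % of control where 0% means no effect; nearly all actives have a fitted effect of over 60% in size; reporter is driven by a mutant NPC1 promoter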
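Quantitative HTS used a cell-based reporter: Huh7 cells stably bearing the NPC1 promoter upstream of luciferase were treated with compounds for 24 h, and promoter activation was read as luminescence.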
FLuc counter = inhibits or activates purified firefly luciferase, miR-21 counter-screen | purified FLuc, Km substrates, luminescence inhibition | Potency, µM (top dose mostly 57.5 µM), for the others: at the top dose activity change, negative = inhibition, usual class: inhibitors | 360,000 compounds, 6.9% hits | AID 588342;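 note: potency is the fitted concentration of half-maximal effect; plate controls were vehicle for no effect and reference inhibitor for full effect; nearly all actives have a fitted effect of over 55% in size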
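Purified P. pyralis luciferase (10nM final) with 10uM D-luciferin and 10uM ATP (Km levels) in 50mM Tris acetate pH 7.5, 10mM Mg acetate, 0.01% Tween-20, 0.05% BSA; qHTS 6-point titration, ~60 µM downward; luminescence read.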
p53 reactivator = re-activators of mutant p53; H1299 p53-A138V BP100-luciferase reporter, luminescence, 24 h; Potency, µM (series often up to 92.2 µM), for the others: at the top dose activity change, positive = activation, actives largely listed as activators; 320,000 compounds, 0.063% hits; note: potency is the fitted concentration of half-maximal effect; % of control where 0% means no effect; nearly all actives have a fitted effect of over 45% in size
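p53-null H1299 cells stably carrying temperature-sensitive p53-A138V and a BP100-luciferase reporter were pinned with compounds (4-point, 1:5 series) and held 24 hrs at 37 deg C. Luminescence was read 10 min after detection reagent.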
RORgamma inh = ROR gamma (mouse) transcription inhibition; Drosophila S2 Gal4-RORgamma UAS-luciferase reporter, 20 h; 310,000 compounds, 5.4% hits; P51450; Potency, µM (titrated, usually from 53.6 µM), without a hit: top-dose activity change, negative = inhibition, actives largely listed as inhibitors; note: potency is the fitted concentration of half-maximal effect; % is set by controls: 0 for no effect and ±100 for the full control effect; nearly all actives have a fitted effect of over 60% in size
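Read-out: Photinus luciferase luminescence; inhibitors lower reporter signal. Insect Schneider cells with Gal4-ROR gamma fusion under metallothionein promoter, UAS reporter; 700 uM final copper sulfate induction, 20 hr, ambient temperature.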
PKM2 activator = increases activity of human pyruvate kinase M2; P14618; purified PKM2, Kinase-Glo ATP luminescence, activation; response scale: 0% is enzyme alone, no compound; Potency, µM (top dose mostly 57.5 µM), without a hit: at the top dose activation, hits mostly activators; 260,000 compounds, 0.34% hits; AID 1631; note: potency is the fitted concentration of half-maximal effect; % is set by controls: 0 for no effect and ±100 for the full control effect; nearly all actives have a fitted effect of over 55% in size
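Purified hPK-M2 (>95% pure) converted ADP (0.1 mM final) to ATP with 0.5 mM PEP in 50 mM imidazole pH7.2, KCl, MgCl2, Tween 20, BSA; 1 h at room temperature. ATP detected by Kinase-Glo luminescence.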
Menin MLL FP TR = displaces Texas Red mutant MLL peptide from human menin; O00255; Menin + Texas Red MLL mutant peptide, fluorescence polarization; Potency, µM (highest dose often 61.6 µM), without a hit: at the top dose FP activity change, negative = inhibition, usual class: inhibitors; 270,000 compounds, 0.23% hits; AID 1768; active = well fitted inhibition curve with a large enough effect in the polarisation, with a control signal flat, not every such curve was filed as active; inconclusive = small, poorly fitted or top-dose-only effect, or effect the other way, or a change in a side signal; inactive = no such curve, though single readings can be large or run the other way; the % refers to the polarisation; note: potency is the fitted concentration of half-maximal effect; % of control where 0% means no effect; many of its hits are not listed in these tables
Target sequence (O00255 whole entry, looked up): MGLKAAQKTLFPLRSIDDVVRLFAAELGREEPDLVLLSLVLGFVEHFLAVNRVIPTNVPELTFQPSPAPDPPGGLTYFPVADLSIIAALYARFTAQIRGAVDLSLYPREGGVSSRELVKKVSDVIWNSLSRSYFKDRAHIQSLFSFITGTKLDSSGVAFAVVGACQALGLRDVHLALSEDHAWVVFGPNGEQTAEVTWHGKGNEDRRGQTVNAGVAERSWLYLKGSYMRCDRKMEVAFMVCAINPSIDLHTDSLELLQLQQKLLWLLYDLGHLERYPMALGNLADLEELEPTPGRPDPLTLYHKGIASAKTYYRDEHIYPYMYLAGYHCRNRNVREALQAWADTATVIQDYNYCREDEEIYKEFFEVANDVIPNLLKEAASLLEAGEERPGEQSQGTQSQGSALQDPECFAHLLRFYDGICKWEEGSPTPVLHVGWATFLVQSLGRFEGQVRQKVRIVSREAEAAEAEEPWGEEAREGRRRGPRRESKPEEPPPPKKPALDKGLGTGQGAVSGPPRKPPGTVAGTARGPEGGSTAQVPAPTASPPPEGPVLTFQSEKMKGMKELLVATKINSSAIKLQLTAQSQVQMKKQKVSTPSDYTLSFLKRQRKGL
* hit, by the source's call; ? = inconclusive; . = no result given; [ ] = remark or other dose. Unless noted, calls come from the whole dose curve; as a rule, active = well fitted curve in the direction sought with a large enough effect; inconclusive = small, poorly fitted or top-dose-only effect, or another doubt; inactive = no such curve, though single readings can be large; an effect the other way counts as inactive or inconclusive.

item	mol	Rab9 promoter act	RORgamma inh	p53 reactivator	PKM2 activator	Gal4-VP16 FLuc	FLuc counter
1	O=C(CCNC(=O)c1ccc(Br)o1)NCc1ccccn1	-4%	-17%	-18%	16%	10%	-1%
2	O=C(CCC(=O)N1CCN(S(=O)(=O)c2ccc3ccccc3c2)CC1)NCC(F)(F)F	-5%	-7%	0%	?	3%	1%
3	O=C(CSc1nc2ccccc2c(=O)n1CC1CCCO1)NCCc1ccccc1 (configuration not stated)	1%	1%	5%	.	-9%	-5%
4	O=C(CNC(=O)c1ccc(Cl)cc1Cl)OCC(=O)N1CCCC1	-5%	.	-2%	.	.	3%
5	CCOc1ccc(NC(=O)CN(C)C(=O)C2CSC3(C)CCC(=O)N23)cc1OCC (configuration not stated)	-2%	.	-3%	.	.	5%
6	Cc1cc(C)c(NC(=O)CNC(=O)CSc2nnc(N)s2)c(C)c1	-3%	.	-1%	.	.	3%
7	COc1ccc2oc3cc(C)[n+]([O-])c(-c4ccc(Br)cc4)c3c2c1	-2%	21%	-3%	-2%	-23%	3%
8	Cc1cc2cc(C)c(NCCNC(=O)c3cccc(F)c3)nc2cc1C	2%	0%	-5%	1%	2%	?
9	CC1(C)CC(=O)N(CC(=O)O)c2ccccc2S1(=O)=O	2%	-9%	-2%	1%	-9%	8%
10	CSc1oc(-c2ccco2)nc1S(=O)(=O)c1ccccc1	-2%	5%	-2%	?	2%	2%

item	ELG1 genotox	BRCA1 expr up	Giardia kill	NPC1 prom act	Menin MLL FP TR
1	3%	2%	-11	-2%	7%
2	-1%	-9%	-1	1%	3%
3	-2%	-24%	-18	8%	.
4	-1%	-6%	-4	1%	.
5	3%	-6%	-2	-1%	.
6	0%	-4%	20	-2%	.
7	-1%	-71%	2	-8%	-12%
8	-5%	-50%	-1	0%	-11%
9	4%	4%	10	-4%	10%
10	-1%	2%	-18	0%	0%[11.7 µM]

(more compounds)
item	mol	Rab9 promoter act	RORgamma inh	p53 reactivator	PKM2 activator	Gal4-VP16 FLuc	FLuc counter
11	Cc1cccn2c(=O)c3cc(C(=O)N4COCC4(C)C)n(C)c3nc12	19%	-11%	0%	-5%	-5%	-5%
12	COc1cccc(-c2onc3ccc(C(C)=O)cc23)c1	-3%	-21%	-6%	.	1%	-18%
13	COc1ccc(-c2csc3ncnc(N4CCN(S(=O)(=O)c5cccs5)CC4)c23)cc1	0%	.	-11%	.	.	0%
14	NC(=O)c1oc2ccccc2c1NC(=O)CN1CCCCC1	0%	?	10%	-11%	5%	?
15	O=C(c1ccncc1)N(Cc1ccccc1)Cc1nc2ccccc2c(=O)[nH]1	-2%	?	-1%	-2%	-6%	1%[2.3 µM]
16	CC(C)C(=O)N1CC(=O)Nc2ccc(F)cc2C1c1ccc(F)cc1 (configuration not stated)	-2%	-10%	12%	.	1%	0%
17	O=C(CCNC(=O)c1ccco1)Nc1ccc(C(F)(F)F)cc1	-3%	0%	-1%	4%	-16%	-1%
18	CCCCCCC(=O)N1C/C=C\C(c2ccc(OC)cc2)N(Cc2ccc(F)cc2)C(=O)[C@H]1Cc1ccccc1 (some centres not stated)	-13%	-3%	13%	2%	?	-1%
19	C=CCOc1ccc(/C=C/C(=O)OCC(=O)N2CCCc3ccccc32)cc1	-4%	.	7%	.	.	-2%
20	COC(=O)Nc1nn(Cc2ccccc2F)cc1Br	-5%	23%	-3%	-1%	-6%[0.365 µM]	2%

item	ELG1 genotox	BRCA1 expr up	Giardia kill	NPC1 prom act	Menin MLL FP TR
11	-3%	1%	3	-2%	-17%
12	-6%	100%	-15	0%	-5%
13	-4%	-32%	14	0%	.
14	-4%	2%	2	0%	7%
15	0%	-5%	12	-3%	-1%
16	-4%	4%	-8	-4%	-12%
17	4%	1%	16	-1%	3%
18	0%	-41%	-4	-15%	.
19	-4%	-11%	-3	-1%	.
20	0%	-3%	14	-1%	0%

More records:
item	mol	Rab9 promoter act	RORgamma inh	p53 reactivator	PKM2 activator	Gal4-VP16 FLuc	FLuc counter
21	NC(=O)C1CCN(C(=O)CCc2nc3ccccc3c(=O)[nH]2)CC1	-5%	1%	0%	-1%	0%	-3%
22	O=C(OCN1C(=O)c2ccccc2C1=O)c1ccco1	-4%	-22%	2%	-3%	3%	2%
23	CS(=O)(=O)Nc1ccc2c(c1)OCC(=O)N2Cc1ccccc1	0%	6%	.	-3%	13%	3%
24	Cc1c(NC(=O)NCCN2C(=O)C3C4C=CC(C4)C3C2=O)c(=O)n(-c2ccccc2)n1C (configuration not stated)	-2%	-12%	-4%	-10%	-2%	1%
25	O=[N+]([O-])c1ccc(Nc2nc(NCCO)nc(N3CCCC3)n2)cc1	4%	17%	4%	9%	-13%	-2%
26	CN(C)CCN(C(=O)c1ccc(N2C(=O)CCC2=O)cc1)c1nc2cc3c(cc2s1)OCCO3	24%	-11%	16%	-6%	-13%	?
27	COC(=O)CC1SC(=O)NC1=Nc1ccccc1 (configuration not stated)	4%	-10%	-4%	-2%	-1%	0%
28	CCOC(=O)CN1C(c2ccc(O)cc2)Nc2ccc(Br)cc2C1c1ccccc1 (configuration not stated)	-1%	26%	-21%	-16%	?	-1%
29	NC(=O)Cn1c(=O)oc2ccccc21	-3%	-25%	6%	-5%	-1%	-2%
30	Cc1ccccc1NC(=O)C(Cc1ccccc1)n1cccc1 (configuration not stated)	2%	34%	-3%	-1%	20%	4%

item	ELG1 genotox	BRCA1 expr up	Giardia kill	NPC1 prom act	Menin MLL FP TR
21	2%	-5%	5	-1%	-29%
22	4%	2%	-10	-6%	?
23	-4%	0%	0	-3%	-2%
24	0%	1%	-1	-2%	0%[11.7 µM]
25	6%	34%	36[activator]	0%	?
26	12%	.	.	13%	5%
27	0%	-3%[1.84 µM]	-4	0%	-26%
28	-5%	-94%[inhibitor]	-6	-1%	?
29	0%	-2%	7	2%	-1%
30	-2%	-10%	-18	3%	.

(more compounds)
item	mol	Rab9 promoter act	RORgamma inh	p53 reactivator	PKM2 activator	Gal4-VP16 FLuc	FLuc counter
31	Cc1occc1C(=O)NNC(=O)c1ccc(Br)o1	-2%	8%	-2%	0%	-12%	2%
32	O=C(CCCNS(=O)(=O)c1cccs1)N1CCN(c2cccc(Cl)c2)CC1	2%	33%	0%	-3%	-5%	-1%
33	N#Cc1ccc(NC(=S)NC(=O)CCc2ccc(S(=O)(=O)N3CCOCC3)cc2)cc1	-3%	17%	4%	-10%	3%	-2%
34	CCCC(C)NC(=S)NC(=O)c1cc(S(=O)(=O)N2CCOCC2)ccc1C (configuration not stated)	-3%	?	4%	6%	?	2%
35	NC(=O)c1cc(C(=O)c2cccc(Cl)c2Cl)c[nH]1	-2%	14%	-3%	?	-6%	4%
36	COc1ccc(Nc2nccc(-c3cccc(N)c3)n2)cc1	?	-23%	?	.	?	2.7µM*
37	CCCC(=O)N(c1ccc2oc(=O)sc2c1)S(=O)(=O)c1cccs1	3%	-14%	-2%	?	-14%	1%
38	CCCc1nnc(NC(=O)CS(=O)(=O)c2ccccc2)s1	3%	-10%	2%	.	-4%	0%

item	ELG1 genotox	BRCA1 expr up	Giardia kill	NPC1 prom act	Menin MLL FP TR
31	0%	19%	-14	-2%	-5%
32	-6%	-48%	8	0%	4%
33	-7%	14%	-9	-1%	22%
34	-3%	-41%	3	-3%	0%
35	-5%	-3%	-20	-4%	-1%
36	0%	-22%	?	1.8µM*	?
37	-6%	-23%	-5	-6%	-3%
38	0%	0%	4	2%	-2%

3 compounds already listed, arranged by SMILES length, smallest number first.
item	mol	Rab9 promoter act	RORgamma inh	p53 reactivator	PKM2 activator	Gal4-VP16 FLuc	FLuc counter
31	Cc1occc1C(=O)NNC(=O)c1ccc(Br)o1	-2%	8%	-2%	0%	-12%	2%
34	CCCC(C)NC(=S)NC(=O)c1cc(S(=O)(=O)N2CCOCC2)ccc1C (configuration not stated)	-3%	?	4%	6%	?	2%
33	N#Cc1ccc(NC(=S)NC(=O)CCc2ccc(S(=O)(=O)N3CCOCC3)cc2)cc1	-3%	17%	4%	-10%	3%	-2%

item	ELG1 genotox	BRCA1 expr up	Giardia kill	NPC1 prom act	Menin MLL FP TR
31	0%	19%	-14	-2%	-5%
34	-3%	-41%	3	-3%	0%
33	-7%	14%	-9	-1%	22%

This is a subset; count on the stated rates, not on these rows.
